# Bioassay records deposited in PubChem BioAssay by National Center for Advancing Translational Sciences (NCATS).
# DRD3 antagonist: qHTS of D3 Dopamine Receptor Antagonist: qHTS; D3R cells, DiscoveRx beta-arrestin luminescence, antagonist mode; stronger effect = lower value; max response, negative = inhibition, %; actives 2.5% (n = 360,000); AID 652054, 2013; in the data active = max response below about -50%; inconclusive = no clear call, values can overlap the other calls; note: % is set by controls: 0 for no effect and ±100 for the full control effect; mostly tested at two doses, the higher about 12 µM
# Target sequence (P35462 whole entry, looked up): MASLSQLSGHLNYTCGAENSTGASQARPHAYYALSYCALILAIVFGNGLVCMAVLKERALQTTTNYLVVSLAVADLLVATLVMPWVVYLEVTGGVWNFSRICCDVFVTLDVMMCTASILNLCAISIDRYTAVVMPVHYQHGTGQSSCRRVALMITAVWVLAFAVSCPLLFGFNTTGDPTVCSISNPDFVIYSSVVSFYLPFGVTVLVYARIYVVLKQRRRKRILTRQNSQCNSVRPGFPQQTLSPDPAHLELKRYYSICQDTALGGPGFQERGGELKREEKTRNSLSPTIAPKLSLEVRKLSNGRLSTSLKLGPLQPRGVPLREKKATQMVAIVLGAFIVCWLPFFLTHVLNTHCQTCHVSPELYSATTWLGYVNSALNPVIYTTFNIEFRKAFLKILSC
#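 Cells plated overnight at 1500 cells/well, then exposed to library compounds with dopamine controls for 90 minutes at 37 degrees C. DiscoveRx reagent added for 30–60 minutes at room temperature; luminescence read, quantitative HTS format.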
# SW480 rerep: A quantitative high throughput screen for small molecules that induce DNA re-replication in SW480 colon adenocarcinoma cells; Potency, µM (top dose mostly 46.1 µM), inactives show at the highest dose re-replication activation, usual class: activators; AID 624297, 2012; actives 1.8% (n = 340,000); SW480 DNA re-replication, Hoechst DNA content imaging, 48 h; note: potency is the fitted concentration of half-maximal effect; % of control where 0% means no effect; nearly all actives have a fitted effect of over 55% in size
#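 Image-based DNA-content assay: after two days of treatment, nuclei were labelled with the DNA dye Hoechst and imaged, and hits were compounds raising the count of nuclei showing high fluorescence intensity.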
# HT1080 IDH1KD tx: qHTS for induction of synthetic lethality in tumor cells producing 2HG: qHTS for the HT-1080-IDH1KD cell line; actives 2% (n = 360,000); HT-1080 IDH1 knockdown viability, ATP luminescence, 48 h; Potency, µM (top dose mostly 46.1 µM), for inactives: top-dose activity, negative = toxicity, most hits filed as cytotoxic;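 note: potency is the fitted concentration of half-maximal effect; 0% = DMSO wells and -100% = cell-free medium wells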
#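 After a 2 h attachment period, IDH1KD HT-1080 cells took pin-transferred compound for 48 h at 37 °C; ATP-based luminescence after 10 min room-temperature reagent incubation reported viability.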
# KB-3-1 tox: qHTS assay for MDR1-selective chemotherapeutics: Primary screen using the parental adenocarcinoma cell KB-3-1; KB-3-1 viability, CellTiter-Glo ATP luminescence, 72 h; Potency, µM (doses to about 46.1 µM), without a hit: top-dose activity change, negative = cytotoxic, most hits filed as cytotoxic; actives 1.4% (n = 400,000); AID 1347075, 2019; note: potency is the fitted concentration of half-maximal effect; % is set by controls: 0 for no effect and ±100 for the full control effect; nearly all actives have a fitted effect of over 60% in size
#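 Cytotoxicity in the drug-sensitive parental line KB-3-1 was scored as loss of CellTiter-Glo luminescence following 72 h incubation with compound. Values come from curve fitting of normalized concentration-response data.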
# IL-1B inflam inh: qHTS for Inhibitors of Inflammasome Signaling: IL-1-beta AlphaLISA Primary Screen | THP-1 LPS/ATP IL-1B secretion, AlphaLISA, 16 h; stronger effect = lower value | activity change, % at 57.5 µM | actives 4.7% (n = 360,000); in the data active = activity change below about -50%; inconclusive = mostly about -30% to -49%; note: % is set by controls: 0 for no effect and ±100 for the full control effect
#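 Secreted IL-1B measured by AlphaLISA bead assay after 16 h compound exposure of THP-1 cells; compounds (final up to 57.5 uM) added 1 h before LPS (250 ng/mL) and ATP (1.25 mM) stimulation; lower signal means less secretion.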
# DRD3 agonist: qHTS of D3 Dopamine Receptor Agonist: qHTS; D(3) dopamine receptor (Homo sapiens), P35462; D3R DiscoveRx beta-arrestin cells, luminescence, 90 min; max activation, %; actives 0.58% (n = 410,000); AID 652048, 2013; in the data active = max activation above about 30%; note: 0% is about no effect; mostly tested at two doses, the higher about 12 µM
#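 Cells at 1500/well, incubated overnight, then treated with pinned compounds (dopamine as control) for 90 min at 37 degrees C. DiscoveRx reagent added for 30 - 60 minutes at room temperature; luminescence read.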
# GLP1R ag: qHTS of GLP-1 Receptor Agonists; Glucagon-like peptide 1 receptor (Homo sapiens), P43220; HEK293 GLP-1R CRE-luciferase, luminescence, 4-6 h; cells express a hypersensitive GLP-1R form; Potency, µM (top dose mostly 45.6 µM), without a hit: at the highest dose activation, most hits filed as activators; actives 0.007% (n = 380,000); note: potency is the fitted concentration of half-maximal effect; % of control where 0% means no effect
# Target sequence (P43220 whole entry, looked up): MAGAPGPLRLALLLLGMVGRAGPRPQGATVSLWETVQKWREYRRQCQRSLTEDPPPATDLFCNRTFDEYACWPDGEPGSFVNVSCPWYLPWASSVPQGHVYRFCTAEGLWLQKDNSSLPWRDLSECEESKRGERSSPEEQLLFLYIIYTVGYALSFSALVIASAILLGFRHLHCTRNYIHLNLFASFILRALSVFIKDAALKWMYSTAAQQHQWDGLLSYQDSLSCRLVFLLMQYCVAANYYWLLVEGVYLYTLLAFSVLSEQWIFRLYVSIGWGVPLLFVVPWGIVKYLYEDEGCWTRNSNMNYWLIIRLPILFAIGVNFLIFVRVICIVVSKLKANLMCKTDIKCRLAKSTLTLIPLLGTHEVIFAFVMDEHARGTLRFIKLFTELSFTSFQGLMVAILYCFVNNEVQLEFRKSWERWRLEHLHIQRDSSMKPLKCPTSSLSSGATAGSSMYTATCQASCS
# HT1080-NT tox: qHTS for induction of synthetic lethality in tumor cells producing 2HG: qHTS for the HT-1080-NT fibrosarcoma cell line; HT-1080-NT fibrosarcoma viability, CellTiter-Glo ATP luminescence, 48 h; Potency, µM (doses to about 46.1 µM), for inactives: top-dose activity, negative = less viability, most hits filed as cytotoxic; actives 1.6% (n = 360,000);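 note: NT is the 2HG producing partner of a matched IDH1 knockdown line; potency is the fitted concentration of half-maximal effect; 0% = DMSO-treated cells and -100% = media-only wells without cells; nearly all actives have a fitted effect of over 55% in size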
#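 Compounds were tested in concentration-response format on HT-1080-NT cells for 48 hours at 37 degrees C. Cell viability came from CellTiter-Glo luminescence; curves were classified by r2, response magnitude and activity.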
# KB-V1 MDR tox: qHTS assay for MDR1-selective chemotherapeutics: Primary screen using the drug-selected MDR subline cells KB-V1; actives 3.4% (n = 400,000); AID 1347076, 2019; KB-V1 MDR cells viability, CellTiter-Glo, 72 h; Potency, µM (titrated, usually from 46.1 µM), inactives show at the top dose activity change, negative = cytotoxicity, usual class: cytotoxic; note: potency is the fitted concentration of half-maximal effect; % is set by controls: 0 for no effect and ±100 for the full control effect; nearly all actives have a fitted effect of over 60% in size
#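 Cytotoxicity toward P-gp-expressing KB-V1 cells was determined as loss of CellTiter-Glo luminescence after 72 h at 37 degrees C. Compounds were tested in quantitative HTS format across a concentration range, with curves fitted to normalized data.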
# * hit, by the source's call; u = inconclusive; x = no result given; & = joins results of further samples; [ ] = remark or other dose. Unless noted, calls come from the whole dose curve; as a rule, active = well fitted curve in the direction sought with a large enough effect; inconclusive = small, poorly fitted or top-dose-only effect, or another doubt; inactive = no such curve, though single readings can be large; an effect the other way counts as inactive or inconclusive.
1: COc1cc(OC)cc(C(=O)NCC(=O)NCc2ccccn2)c1
2: COc1ccccc1CC(=O)NC1CCN(Cc2ccccc2)CC1
3: COc1ccccc1NC(=O)Cn1nnc(-c2ccccc2NC(=O)c2cccs2)n1
4: O=C(Cc1c[nH]c2ccccc12)NC1(C(=O)NC2CCCCC2)CCCCC1
5: COc1nc(N)c(C#N)c(-c2ccc(N(C)CCC#N)cc2)c1C#N
6: CCOc1ccc(N2C(=O)CC(NCCc3ccc(S(N)(=O)=O)cc3)C2=O)cc1 (stereo not drawn)
7: O=C(NCc1ccc2c(c1)OCO2)c1ccc(-n2cnnn2)cc1
8: Clc1ccccc1OCCNc1nc(NCC2CC2)nc2ccsc12
9: Cn1c(N)c(Sc2ccccc2[N+](=O)[O-])c(=O)n(C)c1=O
10: CCOC(=O)c1[nH]c2ccccc2c1NC(=O)C1CCCCC1
compound no.	1	2	3	4	5	6	7	8	9	10
DRD3 antagonist	-9	-23	10	-6	10	-14	9	-8	-16	18
SW480 rerep	-45%[inhibitor]	-15%	1%	-2%	15%	-2%	-17%	x	-2%	3%
HT1080 IDH1KD tx	1%	-6%	19%	-4%	-7%	16%	8%	18µM*	11%	-4%
KB-3-1 tox	-3%	-1%	1%	3%	-13%	15%	-17%	-1%	3%	1%
IL-1B inflam inh	2	-2	-16	-8	u	-4	-7	-16	-4	5
DRD3 agonist	0	-22	12	-3	3	-6	9	-12	-1	-2
GLP1R ag	-2%	-2%	-5%	-1%	1%	1%	17%	-7%	8%	2%
HT1080-NT tox	2%[9.24 µM]	0%	10%	1%	0%	5%	7%	u	17%	0%
KB-V1 MDR tox	0%	1%	11%	0%	u	22%	6%	u	12%	3%

# The last four records of the part before lead into the next.
7: O=C(NCc1ccc2c(c1)OCO2)c1ccc(-n2cnnn2)cc1
8: Clc1ccccc1OCCNc1nc(NCC2CC2)nc2ccsc12
9: Cn1c(N)c(Sc2ccccc2[N+](=O)[O-])c(=O)n(C)c1=O
10: CCOC(=O)c1[nH]c2ccccc2c1NC(=O)C1CCCCC1
11: CC(=O)c1cn(CC(=O)Nc2ccc(C)c(C)c2)c2ccccc12
12: O=C(c1ccco1)N1CCN(C(=O)C(c2ccccc2)c2ccccc2)CC1
13: Cc1ccc(Sc2c(C(=O)Nc3ccc(F)cc3F)c(C(F)(F)F)nn2C)cc1
14: COc1ccc(CCN2CC(C(=O)NCCCn3nc(C)cc3C)CCC2=O)cc1 (stereo not drawn)
15: CCN(CCCNC(=O)c1cc2cc3cc(OC)ccc3nc2s1)c1cccc(C)c1
16: COc1ccc(CCN2C(=O)c3ccccc3C2(O)c2ncc[nH]2)cc1OC (stereo not drawn)
17: Cc1ccc(C)c(NC(=O)c2ncn[nH]2)c1
18: CCOc1ccc(NC(=O)CSc2nnc(-c3ccccn3)n2C)cc1
19: CCOc1cc(C)nc(NCc2ccccc2)n1
20: COC(=O)[C@@]12C[C@@H](CC(=O)NCC34CC5CC(CC(C5)C3)C4)C(=O)N(Cc3ccccc3)C1=CCC(C)(C)C2
compound no.	7	8	9	10	11	12	13	14	15	16	17	18	19	20
DRD3 antagonist	9	-8	-16	18	14	9	-16	5	x	14	5	12	9	-7
SW480 rerep	-17%	x	-2%	3%	u	-2%	u	7%	x	u	u	-4%	u	x
HT1080 IDH1KD tx	8%	18µM*	11%	-4%	2%	9%	-17%	0%	x	5%	9%	4%	u	u
KB-3-1 tox	-17%	-1%	3%	1%	12%	6%	-5%	-14%	u	-13%	-11%	15%	0%	u
IL-1B inflam inh	-7	-16	-4	5	30	20	0	11	x	-12	-12	0	16	-29
DRD3 agonist	9	-12	-1	-2	8	4	-4	-3	1	-11	-10	2	3	-5
GLP1R ag	17%	-7%	8%	2%	-4%	1%	-8%	-2%	1%	2%	0%	-1%	11%	x
HT1080-NT tox	7%	u	17%	0%	2%	5%	3%	1%	x	-3%	-5%	3%	-29%	u
KB-V1 MDR tox	6%	u	12%	3%	-10%	u	u	-11%	-23%	11%	6%	11%	0%	23µM*

21: O=C(NCC(=O)N1CCOCC1)c1ccccc1
22: CCOC(=O)c1c(-c2ccc(OC)cc2)csc1NC(=O)COc1ccc2c(C)cc(=O)oc2c1
23: O=C1CC(c2ccco2)CC(O)=C1C=NCCN1CCN(C2CC(=O)N(c3ccccc3)C2=O)CC1 (stereo not drawn)
24: Cc1ccccc1NC(=S)N(C)Cc1cccs1
25: S=C(c1ccc(N2CCOCC2)cc1)N1CCCCC1
26: CCn1c(=NC(=O)c2ccc(S(=O)(=O)N3CCCC3)cc2)sc2cc(Br)ccc21
27: O=C(OCc1cn([C@@H]2C[C@H](c3ccc(Cl)cc3)N(CC3CCCCC3)C[C@H]2O)nn1)c1ccccc1
28: CCN(CC)C(=O)c1cccc(-c2csc(C(O)c3ccc(F)c(OC)c3)n2)c1 (stereo not drawn)
29: O=C(NC1=NCCS1)c1cc(-c2ccccc2)nn1-c1ccccc1
30: COc1ccccc1-n1cc(C(=O)NCC(=O)N2CCN(Cc3ccccc3)CC2)c2ccccc2c1=O
compound no.	21	22	23	24	25	26	27	28	29	30
DRD3 antagonist	6	11	-4	u	u	x	-2	13	-8	3
SW480 rerep	-14%	-1%	-3%	2%	-5%	x	x	x	-19%	-1%
HT1080 IDH1KD tx	0%	16%	9%	-5%	-3%	x	-1%	u	8%	-1%
KB-3-1 tox	13%	u	24%	-6%	1%	0%	-10%	-6%	22%	-17%
IL-1B inflam inh	2	6	23	16	-9	x	3	-1	-4	-1
DRD3 agonist	12	4	8	-17	-5	9	-3	7	1	-3
GLP1R ag	8%	0%	6%	16%	-3%	1%	0%	10%	-9%	10%
HT1080-NT tox	6%	9%	-3%	-3%	9%	x	-3%	1µM*	3%	-12%
KB-V1 MDR tox	13%	-9%	8%	u	0%	19%	12%	u	u	u

31: COc1cccc2cc(/C(=N/O)c3ccc(Br)cc3)oc12
32: O=C(NCc1cccnc1)C1CCN(S(=O)(=O)c2cccs2)CC1
33: Cc1nn(CC(=O)NC(=O)NC2CCCC(C)C2C)c(=O)c(C#N)c1C (stereo not drawn)
34: COc1ccccc1Nc1nn2c(=O)c3ccc(C(=O)N4CCCC(C)C4)cc3nc2s1 (stereo not drawn)
35: C=CCNC(=O)CN1C(=O)CSc2ccc(S(=O)(=O)N3CCOCC3)cc21
36: COc1ccccc1NC(=O)/C(C#N)=C/c1cc([N+](=O)[O-])ccc1N1CCCC1
37: CC(C)Oc1ccc(C(=O)Nc2nc3ccccc3[nH]2)cc1
38: O=C(COC(=O)CCNS(=O)(=O)c1ccccc1)NC1CC1
39: COc1ccc(Cn2nnc3c(=O)[nH]c(C4CCCN(C(=O)c5ccccc5)C4)nc32)cc1 (stereo not drawn)
40: COc1ccc(Cl)cc1NS(=O)(=O)c1cccc(C(=O)NC2CCC(O)CC2)c1 (stereo not drawn)
compound no.	31	32	33	34	35	36	37	38	39	40
DRD3 antagonist	-4	-5	0	-12	19	-5	11	4	23	12
SW480 rerep	-24%	-4%	-29%	-5%	x	-4%	-12%	-2%	-12%	2%
HT1080 IDH1KD tx	-7%	2%	-3%	-17%	10%	-1%	u	6%	-1%	5%
KB-3-1 tox	-5%	-10%	5%	2%&-5%	2%	-1%	u	2%	17%	-1%
IL-1B inflam inh	-6	16	-11	-4	1	4	-4	40	12	16
DRD3 agonist	-3	14	8	15&1	3	-2	2	1	1	0
GLP1R ag	18%	0%	14%	4%	1%	-16%	1%	-3%	-6%	-13%
HT1080-NT tox	-8%	20%	1%	-6%	15%	0%	u	1%	0%	2%
KB-V1 MDR tox	-1%	u	3%	u	0%	-12%	u	-3%	13%	0%

41: CC1(C)CC(NC(=O)CCc2nnc(CCCCc3ccccc3)o2)CCO1 (stereo not drawn)
42: NS(=O)(=O)c1cccc(NC(=O)COC(=O)Cn2cc(C(F)(F)F)ccc2=O)c1
43: CC(=O)Nc1ccc(NC(=O)CCCN2C(=O)C(c3ccccc3)Oc3cccnc32)cc1 (stereo not drawn)
44: Nc1nnc(SC2CCCC2)s1
45: CCOC(=O)[C@H]1[C@H]2COc3ccccc3[C@@H]2N2C(=O)c3cc(F)ccc3NC(=O)[C@@]12C
46: CC1CCCN(C(=O)CCCNC(=O)c2ccc(Cl)cc2)C1 (stereo not drawn)
compound no.	41	42	43	44	45	46
DRD3 antagonist	3	13	-6	11	-27	13
SW480 rerep	-7%	-2%	x	-4%	-19%	-13%
HT1080 IDH1KD tx	0%	7%	-3%	0%	6%	8%
KB-3-1 tox	13%	4%	4%	2%	0%	5%
IL-1B inflam inh	28	3	-5	6	-7	0
DRD3 agonist	0	1	-13	2	3	-2
GLP1R ag	3%	5%	3%	3%	-2%	-1%
HT1080-NT tox	8%	14%	-10%	4%	8%	2%
KB-V1 MDR tox	-11%	2%	10%	11%	-16%	-1%
